High-throughput results: PubChem, National Center for Advancing Translational Sciences (NCATS)
aSyn rescue = inhibitors of alpha-synuclein toxicity in yeast; Yeast expressing alpha-synuclein, growth rescue, BacTiter-Glo, 24 h; Potency, µM (highest dose often 46.1 µM), without a hit: top-dose growth rescue (activation), actives largely listed as activators; actives 0.14% (n = 370,000); AID 652106; note: potency is the fitted concentration of half-maximal effect; % of control where 0% means no effect; nearly all actives have a fitted effect of over 65% in size
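Readout is rescue of growth in alpha-synuclein-expressing yeast, so inhibitors of toxicity appear as activators. Growth after 24 hr at 30 deg C in galactose medium is quantified by luminescence.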
DRD3 agonist = activates the human D3 dopamine receptor; D3R DiscoveRx beta-arrestin cells, luminescence, 90 min; max activation, %; actives 0.58% (n = 410,000); AID 652048; in the data active = max activation above about 30%; note: 0% is about no effect; mostly tested at two doses, the higher about 12 µM
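Agonist mode: compounds and dopamine controls were applied to plated cells for 90 min at 37 degrees C after an overnight attachment at 1500 cells/well. Luminescent read-out followed 30 - 60 minutes at room temperature with DiscoveRx detection reagent.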
Abeta rescue = compounds reversing amyloid beta toxicity in yeast | yeast expressing A-beta42, growth rescue, OD600, 48 h; response scale: 0% DMSO, 100% iron-clioquinol control | Potency, µM (titrated, usually from 46.1 µM), for the others: top-dose growth rescue, hits mostly activators | actives 0.063% (n = 410,000) | AID 1347071; note: potency is the fitted concentration of half-maximal effect; nearly all actives have a fitted effect of over 55% in size
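Yeast A-beta toxicity model in growth medium with pinned compounds, 48 h at 30 C; growth read as absorbance at 600 nm. Normalized to FeCl3/clioquinol equimolar mix (positive) and DMSO (negative).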
FUS yeast rescue = suppressors of FUS proteinopathy in yeast; Potency, µM (series often up to 76.6 µM), for inactives: at the highest dose growth rescue (activation), usual class: activators; AID 1347120; actives 0.24% (n = 390,000); S. cerevisiae FUS-expressing, growth rescue, OD600, 24 h;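 note: potency is the fitted concentration of half-maximal effect; plate controls were DMSO vehicle for no effect and reference control for full effect; nearly all actives have a fitted effect of over 55% in size; some results filed as inactive show a strong effect at the top dose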
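Steps: raffinose overnight preculture; dilution to OD 0.005 in 2% galactose minimal medium; compound addition (concentration series); 24hr at 30C, 99% humidity; absorbance read at 600 nm.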
EPAC2 antag = EPAC2 (human) antagonism. Q8WZA2. EPAC2 GEF exchange of Rap1B-BODIPY-GDP, fluorescence. Potency, µM (doses to about 114 µM), for inactives: top-dose activity, negative = inhibition, usual class: inhibitors. actives 0.18% (n = 360,000). AID 720708; note: potency is the fitted concentration of half-maximal effect; % is set by controls: 0 for no effect and ±100 for the full control effect; nearly all actives have a fitted effect of over 45% in size; many of its hits are not listed in these tables
Target sequence (Q8WZA2 whole entry, looked up): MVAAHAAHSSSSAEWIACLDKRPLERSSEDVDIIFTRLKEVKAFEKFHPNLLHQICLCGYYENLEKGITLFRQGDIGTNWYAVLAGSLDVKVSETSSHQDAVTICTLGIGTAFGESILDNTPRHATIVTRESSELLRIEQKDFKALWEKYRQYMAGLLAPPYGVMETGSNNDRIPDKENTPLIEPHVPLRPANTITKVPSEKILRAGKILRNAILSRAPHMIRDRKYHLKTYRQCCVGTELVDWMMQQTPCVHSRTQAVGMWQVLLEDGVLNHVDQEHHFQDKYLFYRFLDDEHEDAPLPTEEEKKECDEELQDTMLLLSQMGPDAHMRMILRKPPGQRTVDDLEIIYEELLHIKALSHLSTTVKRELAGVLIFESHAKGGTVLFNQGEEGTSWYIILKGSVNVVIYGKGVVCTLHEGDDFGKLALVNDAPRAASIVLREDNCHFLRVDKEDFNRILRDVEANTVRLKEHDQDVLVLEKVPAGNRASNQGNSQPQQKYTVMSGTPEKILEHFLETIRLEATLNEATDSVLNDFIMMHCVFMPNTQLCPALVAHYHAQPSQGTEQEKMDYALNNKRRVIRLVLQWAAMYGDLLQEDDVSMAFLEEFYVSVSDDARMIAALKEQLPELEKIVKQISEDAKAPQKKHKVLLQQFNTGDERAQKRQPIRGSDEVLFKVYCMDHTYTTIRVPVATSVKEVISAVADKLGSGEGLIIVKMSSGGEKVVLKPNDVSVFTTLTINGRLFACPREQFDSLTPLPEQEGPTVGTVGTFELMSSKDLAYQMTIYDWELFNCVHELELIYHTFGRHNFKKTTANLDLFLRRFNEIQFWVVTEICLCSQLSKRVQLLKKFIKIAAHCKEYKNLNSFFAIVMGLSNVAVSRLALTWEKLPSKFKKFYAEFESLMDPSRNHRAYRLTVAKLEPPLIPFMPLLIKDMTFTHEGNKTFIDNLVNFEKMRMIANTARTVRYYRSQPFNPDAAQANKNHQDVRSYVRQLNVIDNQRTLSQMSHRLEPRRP
TDP43 rescue = TDP-43 toxicity inhibition in yeast | AID 652104 | TDP-43 expressing yeast growth rescue, BacTiter-Glo, 24 h | actives 1.8% (n = 410,000) | Potency, µM (titrated, usually from 46.1 µM), without a hit: at the top dose growth rescue (activation), most hits filed as activators; note: potency is the fitted concentration of half-maximal effect; % of control where 0% means no effect; nearly all actives have a fitted effect of over 50% in size
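Galactose-induced TDP-43 yeast, OD600=0.02, compound pinned; 24 hr, 30 deg C; BacTiter-Glo luminescence for growth. Inhibitors of TDP-43 toxicity read as activators.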
EPAC2 agonist = activates human EPAC2 exchange factor; Q8WZA2; EPAC2 activation, biochemical qHTS; response scale: 100% = 6.5 mM cAMP response; Potency, µM (doses to about 154 µM), for the others: at the top dose activation, hits mostly activators; actives 0.079% (n = 360,000); AID 720711; note: potency is the fitted concentration of half-maximal effect; nearly all actives have a fitted effect of over 50% in size
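Guanine nucleotide exchange by EPAC2 is measured as reduced fluorescence of BODIPY-GDP once it is released from 250 nM Rap1B. Plates are read kinetically for 30 min at room temperature; results are scaled to 6.5 mM cAMP.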
D3 antag = blocks the human D3 dopamine receptor; P35462; D3R cells, DiscoveRx beta-arrestin luminescence, antagonist mode; hits give low values; max response, negative = inhibition, %; actives 2.5% (n = 360,000); AID 652054; in the data active = max response below about -50%; inconclusive = no clear call, values can overlap the other calls; note: % is set by controls: 0 for no effect and ±100 for the full control effect; mostly tested at two doses, the higher about 12 µM
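Cells expressing the human receptor were seeded at 1500 cells/well, incubated overnight at 37 degrees C in 5% CO2, then exposed to library compounds with dopamine controls for 90 minutes at 37 degrees C before luminescent detection.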
The depositor's hits bear a star; ? = inconclusive; . = not tested or not shown; & = joins results of further samples; [ ] = remark or other dose. Unless noted, calls come from the whole dose curve; as a rule, active = well fitted curve in the direction sought with a large enough effect; inconclusive = small, poorly fitted or top-dose-only effect, or another doubt; inactive = no such curve, though single readings can be large; an effect the other way counts as inactive or inconclusive.

SMILES | aSyn rescue | DRD3 agonist | Abeta rescue | FUS yeast rescue | EPAC2 antag | TDP43 rescue | EPAC2 agonist | D3 antag
Cc1ccc(C)c(Cn2c(C(=O)OC(C)C)cc3c2ccn3C)c1 | -6% | 1 | -3% | 23% | 1% | 15% | 5% | 12
CCOc1ccc(CCNC(=O)CCNC(=O)c2ccc(Br)cc2)cc1OCC | 0% | 0 | 10% | 29% | 4% | -4% | -4% | -12
COc1cc(C(=O)NCCOc2cc(C)cc(C)c2)c(Br)c(OC)c1OC | -1% | 4 | -15% | 39% | -12% | -10% | 18% | -11
CC1=CC(=C2N=C(c3ccccc3)OC2=O)C=C(C)O1 | -3% | -5 | 10% | -7% | -3%[57.1 µM] | 23% | ? | 13
O=C(Nc1ccc(Cl)c(C(F)(F)F)c1)[C@@H]1CC=C[C@@H]2CCN(Cc3ccc(Cl)c(Cl)c3)C(=O)[C@@H]21 | 3% | 0 | 8% | 4% | -6% | 13% | 7% | 2
Cc1cc(C)c(C#N)c(SCC(=O)N2CCCCC2)n1 | 2% | -4 | 18% | 10% | -4% | 0% | 10% | -14
C=CCN(c1ccc(C(=O)Nc2ccc(C)c(C)c2)cc1)S(C)(=O)=O | -1% | 0 | 21% | . | -3% | 8% | -2% | -21
Cc1cc(C)cc(C(=O)N(NC(=O)Nc2ccc(Cl)cc2)C(C)(C)C)c1 | 11% | -4 | -5% | 13% | 10% | -7% | -4% | 4
O=C(Nc1nnc(S(=O)(=O)N2CCOCC2)s1)c1ccccc1F | -2% | -6&-17 | -21%&-12% | -23%&-22% | 6% | 2%&-2% | 13% | -7
Cc1nc(C(F)(F)F)ccc1C(=O)N1CCC1(C)C(=O)NS(=O)(=O)c1ccccc1Cl (stereo unspecified) | -1% | 4 | 9% | -21% | 9% | 3% | 2% | -15
CCN1C(=O)[C@H]2[C@H]3CN=C(SCC4CC4)N3[C@@](Cc3ccccc3)(C(=O)OC)[C@H]2C1=O | 8% | -32 | -7% | -7% | 9% | -26% | 4% | ?
CCN(CC)S(=O)(=O)c1ccc2nc(NC(=O)c3ccco3)sc2c1 | 2% | 4 | 3% | 23% | 2% | -13% | 5% | 1
Cc1ccccc1NS(=O)(=O)c1ccc(OCC(=O)N2CCCCC2)cc1 | -5% | 32* | -4% | 11% | 5% | -22% | -2% | 9
O=C(C=Cc1ccc2c(c1)OCO2)c1ccccc1 | 20% | -12 | -9% | -7% | -8% | 15% | 18% | 1
Cc1ccc(NC(=S)NNC(=O)c2cn(C)nc2C)cc1 | -12% | -6 | -7% | 20% | -1% | 6% | -6% | -67*
Cc1cc(C(=O)CCC(=O)N2CCN(S(=O)(=O)c3ccccc3)CC2)c(C)s1 | -4% | -3 | 12% | 34% | -4% | 18% | 1% | ?
CC1(C(=O)Nc2ccc3c(c2)OCO3)CCN1Cc1csc2ccccc12 (stereo unspecified) | 5% | 16 | 13% | 1% | -7% | 12% | 15% | 44
Cc1ccc(-c2ccc(CN3C(CC(C)C)C(=O)N(Cc4cn(CC5CCCCC5)nn4)CCS3(=O)=O)cc2)cc1 (stereo unspecified) | 9% | -5 | 9% | 36% | 3% | 6% | 5% | -12
O=C(Nc1nccs1)c1ccc(-c2ccccc2[N+](=O)[O-])o1 | -4% | -2 | 7% | 17% | 0% | 7% | 10% | -6
Cc1ccc(NC(=O)C2CC(=O)N(C(C)C)C2)cc1Cl (stereo unspecified) | 0% | -4 | 3% | 15% | 0% | -6% | -4% | -12
CCc1ccc(C(C)NC(=O)c2ccc3c(c2)OCO3)cc1 (stereo unspecified) | -7% | 1 | 11% | -6% | -8% | 12% | 8% | -5
Cc1ccc2c(c1)N(Cc1ccncc1)C(=O)C(C)O2 (stereo unspecified) | 7% | 2 | -5% | . | 6% | 0% | -1% | 7
CCC(c1nnnn1C1CCCCC1)N(Cc1ccco1)Cc1cc2ccc(OC)cc2[nH]c1=O (stereo unspecified) | 6% | 4 | -1% | 14% | ? | -5% | 9% | -3
COc1cccc(-c2cnc(C(O)c3cccc(OC)c3)[nH]2)c1 (stereo unspecified) | -5% | -5 | -14% | -20% | 8% | 8% | 4% | -19
COc1ccc(CN2C(=O)C(CC(=O)NCCN3CCOCC3)CC(C(=O)N(C(C)C)C(C)C)=C2C)cc1 (stereo unspecified) | -7% | 5 | 0% | -6% | -13% | 12% | -15% | 10
Cc1ccc(CCNC(=O)c2cc(-c3ccncc3)nc3ccc(S(=O)(=O)N4CCOCC4)cc23)cc1 | -3% | 3 | -9% | -9% | 13% | 7% | 0% | 8
CCC(=O)N/C=C/n1cnc2cc(C(F)(F)F)ccc21 | 5% | -2 | -3% | ? | 25% | -18% | 7% | -13
CC(=O)Nc1cc(-c2cccc(F)c2)cn2c(-c3ccccc3)cnc12 | ? | -2 | -25% | 17% | -9% | ? | 5% | -14
O=C(NCC(=O)N(CC1CCCO1)C(C(=O)NC1CCCCC1)c1ccc(F)cc1)c1ccco1 (stereo unspecified) | 3% | 1 | 10% | 17% | 2% | -9% | -13% | -5
O=C(CCS(=O)(=O)c1cccc2nonc12)Nc1c(F)cccc1F | . | 1 | -13% | 6% | . | 7% | . | .
CCCCCNC(=O)Cc1ccc(S(=O)(=O)N2CCOCC2)s1 | 1% | 0 | -2% | 18% | 3% | 19% | 0% | -3
CN(C)CCCNC(=O)C[C@H]1C[C@H](C(=O)N2CCCCC2)[C@@]2(C)c3[nH]c4cc(CCC(=O)N(C)C)ccc4c3CCN2C1=O | 1% | -2 | 3% | -13% | 0% | 10% | 7% | 51
Cc1cc(C(=O)CN2C(=O)NC3(CCCc4sccc43)C2=O)c(C)n1-c1ccc(Cl)cc1 (stereo unspecified) | 2% | -3 | -28% | 19% | 1% | -8%[0.397 µM] | 4% | -10
COc1ccc(NCC(=O)N/N=C/c2ccc3c(c2)OCCO3)cc1 | 0% | 1 | 0% | . | 10% | -9% | 8% | -2
CC(C)C1C(=O)N(Cc2cn(CC3CCCCC3)nn2)CCS(=O)(=O)N1Cc1ccc(-c2ccc(F)cc2)cc1 (stereo unspecified) | -4% | 5 | 6% | ? | -4% | 25% | -3% | -3
CCc1ccc(NC(=S)N2CCN(c3cccc(OC)c3)CC2)cc1 | 2% | -5 | -2% | -39% | -4% | 14% | 3% | -5
COc1ccc(S(=O)(=O)NCC2CCC(C(=O)NCc3ccco3)CC2)cc1 (stereo unspecified) | 5% | 1 | 3% | 7% | -3% | -6% | -5% | -2
CC(C)Cc1cc(C(=O)Nc2cc(Cl)ccc2Cl)no1 | ? | 2 | 0% | -34% | 1% | -4% | 2% | -8
CSc1nc2sc3c(c2c(=O)n1C)CCC3 | 7% | 7 | -24% | -8% | 0% | 12% | 6% | 6
COc1cc(C(=O)NC(=S)Nc2cccc(-c3cc4ccccc4oc3=O)c2)cc(OC)c1OC | 0% | 8 | 11% | 23% | -3% | 18% | 12% | -14
CC(C)CNS(=O)(=O)c1ccc(CCC(=O)NC2CCCCC2)cc1 | 3% | 5 | -1% | 7% | 4% | -25% | 3% | 0
C/C(Cl)=C\Cn1c(O)c(N=NC(N)=S)c2ccccc21 | 14% | -10 | 26% | 15% | -3% | 18µM* | 14% | ?
O=C(CCCN1CCN(c2ccccc2)CC1)c1ccc(F)cc1 | 1% | 2 | -3% | -1% | 8% | -15% | 5% | -102*
CCCCCC(=O)Nc1ccc(-c2csc(N)n2)cc1 | 0% | 0 | 8% | 25% | -5% | 15% | -2% | 48
Oc1ccc(NCc2ccccc2OCc2ccccc2)cc1 | 1% | -1&-1 | -28%&-30% | 11% | -6% | -20%&11% | 12% | 2
Nc1ncnc2c1ncn2[C@@H]1O[C@H](CNCc2cccc(C#Cc3ccccc3)c2)[C@@H](O)[C@H]1O | -2% | 1 | -4% | 28% | -1% | 3% | 0% | 2
Cc1ccc(OCCNC(=O)[C@H]2O[C@@H](n3cnc4c(N)ncnc43)[C@H](O)[C@@H]2O)cc1C | -1% | -3 | -18% | 5% | 6% | 0% | 3% | 87
O=C(NCc1ccc2c(c1)OCO2)c1cc(-n2cnnc2)ccc1Cl | . | -5 | 14% | -9% | 4% | -10% | 1% | -18
Cc1cccc(C(=O)N2CCN(Cc3ccc4c(c3)OCO4)CC2)c1 | 9% | -12 | -17% | -12% | 0% | 6% | 10% | -80*
COc1cc(CN2CCN(C(=O)c3ccccc3F)CC2)cc(OC)c1OC | -3% | -11 | 12% | -20% | 0% | -7% | 6% | 0
CCc1ccc(NC(=O)CN(C)S(=O)(=O)c2ccc3[nH]c(=O)oc3c2)cc1 | -3% | 1 | 2% | 25% | 6% | -16% | 5% | -7
Cc1cccc(S(=O)(=O)N(C)C[C@@H]2OCc3cn(nn3)CCCC(=O)N([C@H](C)CO)C[C@H]2C)c1 | 0% | -5 | -7% | -15% | 5% | 10% | 13% | -25
Cc1ccc2nc(-c3ccccc3)c(Cc3ccccn3)n2c1 | -6% | 7 | -5% | -6% | ? | 4% | -14% | 2
O=C(c1ccc(S(=O)(=O)N2CCCC2)cc1)N(c1ccccc1)C1C=CS(=O)(=O)C1 (stereo unspecified) | 1% | -3 | 5% | . | -4% | 16% | 1% | -22
N#Cc1nc(-c2ccco2)oc1NCCCn1ccnc1 | -7% | -3 | -12% | 7% | 2% | -2% | 1% | -14
Cc1ccc(-n2c(-c3ccccc3)n[nH]c2=S)cc1 | 9% | 1 | 22% | -6% | 1% | 20% | -2% | 0
CN(N)c1nc(-c2ccccc2)cc(-c2ccccc2)n1 | -4% | -4 | 0% | 25% | -9% | 11µM* | 15% | -8

Reformatted as labelled records: part of the list above.
Compound: CCCCCC(=O)Nc1ccc(-c2csc(N)n2)cc1
- aSyn rescue = 0%
- DRD3 agonist = 0
- Abeta rescue = 8%
- FUS yeast rescue = 25%
- EPAC2 antag = -5%
- TDP43 rescue = 15%
- EPAC2 agonist = -2%
- D3 antag = 48

Compound: Cc1cccc(C(=O)N2CCN(Cc3ccc4c(c3)OCO4)CC2)c1
- aSyn rescue = 9%
- DRD3 agonist = -12
- Abeta rescue = -17%
- FUS yeast rescue = -12%
- EPAC2 antag = 0%
- TDP43 rescue = 6%
- EPAC2 agonist = 10%
- D3 antag = -80*

Compound: CCc1ccc(NC(=O)CN(C)S(=O)(=O)c2ccc3[nH]c(=O)oc3c2)cc1
- aSyn rescue = -3%
- DRD3 agonist = 1
- Abeta rescue = 2%
- FUS yeast rescue = 25%
- EPAC2 antag = 6%
- TDP43 rescue = -16%
- EPAC2 agonist = 5%
- D3 antag = -7

This is a subset, so the mix of outcomes need not match the whole.
